ELG1 genotoxic = qHTS screen for small molecules that induce genotoxicity in human embryonic kidney (HEK293T) cells expressing luciferase-tagged ELG1; Potency, µM (top dose mostly 46 µM), for the others: at the highest dose activity change, positive = activation, actives largely listed as activators; 330,000 compounds, 1.3% hits; HEK293T ELG1-luciferase reporter, luminescence, 16 h; note: % of control where 0% means no effect; nearly all actives have a fitted effect of over 60% in size
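Cells (2,000/well) expressing the ELG1-luciferase fusion are dosed by pin tool and kept 16 hr at 37 °C, 5% CO2. Signal comes from ONE-Glo luciferase reagent after 30 min at room temperature.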
p53 reactivator = qHTS assay for re-activators of p53 using a Luc reporter; Potency, µM (series often up to 92.2 µM), without a hit: at the highest dose activity change, positive = activation, usual class: activators; 320,000 compounds, 0.063% hits; AID 504706, 2011; H1299 p53-A138V BP100-luciferase reporter, luminescence, 24 h; note: % of control where 0% means no effect; nearly all actives have a fitted effect of over 45% in size
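p53-null H1299 cells stably carrying temperature-sensitive p53-A138V and a BP100-luciferase reporter were pinned with compounds (4-point, 1:5 series) and held 24 hrs at 37 deg C. Luminescence was read 10 min after detection reagent.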
RORg inh = qHTS for inhibitors of ROR gamma transcriptional activity. 310,000 compounds, 5.4% hits. Potency, µM (top dose mostly 53.6 µM), for inactives: at the top dose activity change, negative = inhibition, hits mostly inhibitors. AID 2551, 2010. Drosophila S2 Gal4-RORgamma UAS-luciferase reporter, 20 h; note: % is set by controls: 0 for no effect and ±100 for the full control effect; nearly all actives have a fitted effect of over 60% in size
Target sequence (P51450 whole entry, looked up, the tested form may be a part): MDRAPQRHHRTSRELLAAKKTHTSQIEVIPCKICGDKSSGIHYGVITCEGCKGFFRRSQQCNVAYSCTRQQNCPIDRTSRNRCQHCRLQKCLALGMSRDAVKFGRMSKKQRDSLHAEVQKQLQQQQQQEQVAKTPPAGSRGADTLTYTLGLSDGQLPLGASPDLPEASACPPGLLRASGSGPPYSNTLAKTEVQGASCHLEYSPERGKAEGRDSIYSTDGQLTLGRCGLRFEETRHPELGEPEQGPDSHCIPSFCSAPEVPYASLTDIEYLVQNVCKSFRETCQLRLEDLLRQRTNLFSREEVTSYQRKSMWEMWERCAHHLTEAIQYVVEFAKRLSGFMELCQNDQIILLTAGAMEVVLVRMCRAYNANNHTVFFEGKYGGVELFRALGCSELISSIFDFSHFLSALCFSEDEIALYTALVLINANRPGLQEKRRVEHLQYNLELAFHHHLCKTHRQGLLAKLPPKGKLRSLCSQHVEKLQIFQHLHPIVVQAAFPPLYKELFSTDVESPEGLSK
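Using a luciferase readout, inhibitors were identified by reduced reporter activity in Drosophila cells coexpressing a copper-inducible Gal4–ROR gamma fusion and UAS-driven Photinus luciferase, incubated 20 hr after 700 uM copper sulfate.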
BRCA1 expr up = qHTS Assay to Identify Small Molecule Activators of BRCA1 Expression | Potency, µM (doses to about 46.1 µM), for inactives: top-dose activation, actives largely listed as activators | 380,000 compounds, 1.1% hits | MCF7-BRCA1-FFLuc reporter, luminescence, 48 h; response scale: scaled: vehicle 0%, 10 µM genistein 100%; note: nearly all actives have a fitted effect of over 80% in size; some results filed as inactive show a strong effect at the top dose
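Quantitative HTS in MCF7 cells stably reporting BRCA1 expression via firefly luciferase. Compound treatment lasts 48 h at 37 °C in phenol-red free MEM. Activation is expressed relative to genistein at 10 microM and DMSO.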
Rab9 promoter act = qHTS Assay for Rab9 Promoter Activators; AID 485297, 2010; Huh7 Rab9 promoter-luciferase reporter, luminescence, 24 h; Potency, µM (highest dose often 9.22 µM), for inactives: at the top dose activation, negative = inhibition, hits mostly activators; 320,000 compounds, 2.8% hits; note: % of control where 0% means no effect; nearly all actives have a fitted effect of over 60% in size
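Stable Rab9-luc Huh7, 1500 cells/well, 2 h settle; cmpd in DMSO, 24 h, 37 °C/5% CO2; luciferase reagent 10 min RT; luminescence.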
uPA generation = qHTS for Inhibitors of Cell Surface uPA Generation | cell surface uPA generation assay, qHTS | Potency, µM (top dose mostly 38.3 µM), for the others: at the highest dose activity change, negative = inhibition, actives largely listed as inhibitors | 330,000 compounds, 0.31% hits; active = well fitted inhibition curve with a large enough effect; inconclusive = small, poorly fitted or top-dose-only effect; inactive = no such curve, though single readings can be large or run the other way; tested in mouse RAW 264.7 cells; note: % is set by controls: 0 for no effect and ±100 for the full control effect; nearly all actives have a fitted effect of over 55% in size
VP16 counter = VP16 counterscreen qHTS for inhibitors of ROR gamma transcriptional activity. Drosophila S2 Gal4-VP16 UAS-luciferase, luminescence, 20 h. Potency, µM (highest dose often 53.6 µM), without a hit: top-dose activity, negative = inhibition, actives largely listed as inhibitors. 310,000 compounds, 3.5% hits;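 note: Gal4-VP16 expression switched on by copper sulfate through the metallothionein promoter; % is set by controls: 0 for no effect and ±100 for the full control effect; nearly all actives have a fitted effect of over 50% in size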
FLuc modulator = qHTS profiling assay for firefly luciferase inhibitor/activator using purifed enzyme and Km concentrations of substrates (counterscreen for miR-21 project); Luciferin 4-monooxygenase (Photinus pyralis), P08659; purified FLuc, Km substrates, luminescence inhibition; Potency, µM (top dose mostly 57.5 µM), for the others: top-dose activity change, negative = inhibition, most hits filed as inhibitors; 360,000 compounds, 6.9% hits;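 note: plate controls were vehicle for no effect and reference inhibitor for full effect; nearly all actives have a fitted effect of over 55% in size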
Target sequence (P08659 whole entry, looked up): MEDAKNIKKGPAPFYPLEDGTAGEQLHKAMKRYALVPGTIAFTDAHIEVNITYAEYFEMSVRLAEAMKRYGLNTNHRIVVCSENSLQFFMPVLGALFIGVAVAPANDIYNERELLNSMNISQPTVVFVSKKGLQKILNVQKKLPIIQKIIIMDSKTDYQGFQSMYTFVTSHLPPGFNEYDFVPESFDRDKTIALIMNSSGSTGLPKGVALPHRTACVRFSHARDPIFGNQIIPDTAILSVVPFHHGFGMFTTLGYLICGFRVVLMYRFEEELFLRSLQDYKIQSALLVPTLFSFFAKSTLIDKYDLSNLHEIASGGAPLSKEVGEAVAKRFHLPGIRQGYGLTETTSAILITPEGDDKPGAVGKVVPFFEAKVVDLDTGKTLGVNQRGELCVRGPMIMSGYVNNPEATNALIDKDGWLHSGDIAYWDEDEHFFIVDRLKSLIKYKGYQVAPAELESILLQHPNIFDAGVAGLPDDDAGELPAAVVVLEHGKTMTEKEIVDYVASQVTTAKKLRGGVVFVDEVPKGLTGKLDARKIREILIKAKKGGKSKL
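Purified P. pyralis luciferase (10nM final) with 10uM D-luciferin and 10uM ATP (Km levels) in 50mM Tris acetate pH 7.5, 10mM Mg acetate, 0.01% Tween-20, 0.05% BSA; qHTS 6-point titration, ~60 µM downward; luminescence read.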
NPC1 prom act = qHTS Assay for NPC1 Promoter Activators. AID 485313, 2010. Huh7 NPC1 promoter luciferase reporter, 24 h. 320,000 compounds, 2.4% hits. Potency, µM (titrated, usually from 9.22 µM), for inactives: at the highest dose activation, actives largely listed as activators;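 note: % of control where 0% means no effect; nearly all actives have a fitted effect of over 60% in size; reporter is driven by a mutant NPC1 promoter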
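NPC1 promoter–luciferase Huh7 cells; 24 h compound; luminescence.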
MBNL1-CUG inh = qHTS Assay for Inhibitors of MBNL1-poly(CUG) RNA binding; Potency, µM (highest dose often 57.5 µM), inactives show at the top dose activity change, negative = inhibition, actives largely listed as inhibitors; 280,000 compounds, 0.036% hits; Muscleblind-like protein 1 (Homo sapiens), Q9NR56; TR-FRET MBNL1-His/biotin-(CUG)12 binding, 665/545 ratio; active = well fitted inhibition curve with a large enough effect in the signal ratio, with a control signal flat, not every such curve was filed as active; inconclusive = small, poorly fitted or top-dose-only effect, or effect the other way, or a change in a side signal; inactive = no such curve, though single readings can be large or run the other way; the % refers to the signal ratio; note: % is set by controls: 0 for no effect and ±100 for the full control effect
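TR-FRET readout: Ex 340 nm, 665/545 nm emission ratio, normalized to buffer-only (basal) and MBNL1-(CUG)12 controls. Complex of MBNL1-His with Biotin-(CUG)12, compounds 92 nM–58 uM, incubated 60 min at room temperature.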
Starred values were filed as active, the others as inactive; ? = inconclusive; . = no result given; & = joins results of further samples; [ ] = remark or other dose. Unless noted, calls come from the whole dose curve; as a rule, active = well fitted curve in the direction sought with a large enough effect; inconclusive = small, poorly fitted or top-dose-only effect, or another doubt; inactive = no such curve, though single readings can be large; an effect the other way counts as inactive or inconclusive. Potency is the fitted concentration of half-maximal effect. The order is random. About 13% of those tested had a hit in this group.

SMILES	ELG1 genotoxic	p53 reactivator	RORg inh	BRCA1 expr up	Rab9 promoter act	uPA generation	VP16 counter	FLuc modulator	NPC1 prom act	MBNL1-CUG inh
COc1ccccc1CCc1nnc(CCC(=O)NCCCOc2cccnc2)o1	2%	-2%	?	-13%	7%	9%	8%	3%	5%	-6%
O/N=C1\CC/C(=N\O)c2nn(-c3ccccc3Cl)nc21	-4%	-9%	-2%	-49%	-2%	7%	-5%	3%	-4%	-5%
COc1cc2c(cc1OC)-c1cc(Nc3ccccc3C)nc(=O)n1CC2	?	-11%	9%	-1%	0%[1.84 µM]	-1%	5%	6%	-6%	-9%
Cn1ccsc1=NC(=O)c1ccc(S(C)(=O)=O)cc1	?	25%	-16%	98%	28%	0%	-10%	?	19%	-2%
O=C1NC(CCc2ccccc2)C(=O)N1Cc1cccc2ccccc12 (stereo not given)	1%	-1%	?	0%	1%	5%	-19%	1%	5%	-19%
COCCn1c(SCC(=O)Nc2ccccc2)nc2c(oc3ccccc32)c1=O	23µM*	-1%	2%	0%	-4%	3%	-12%	0%	-7%	-1%
CCN(CCN(C)C)C(=O)c1ccc2c(c1NCCO)C(=O)c1ccccc1C2=O	-9%	-1%	14%	-3%	0%	-4%	10%	-28%	-5%	?
CSC1=N/C(=C\c2ccc(F)cc2)C(=O)S1	-5%	-12%	-12%	-12%	0%	-4%	2%	-12%	2%	8%
CN(C)c1nc(N)nc(/C(C#N)=C/C2CC3C=CC2C3)n1 (stereo not given)	4%	9%	13%	-72%	-6%	-2%	-16%	-4%	-5%	4%
O=C(CCC(=O)OCCCC(F)(F)C(F)(F)F)Nc1ccccc1	-4%	0%	-10%	11%	10%	.	-7%	5%	-6%	-1%
COc1ccc(C2(c3ccc(OC)cc3)NC(=O)N(CC(=O)NCC(C)c3ccccc3)C2=O)cc1 (stereo not given)	-2%	20%	.	-44%	-6%	3%	.	2%	2%	.
COc1ccc(-c2nnc(SCC(=O)Nc3nncs3)o2)cc1	8%	12%	7.1µM*	-20%	-6%	1%	8.9µM*	?	4%	4%
Cc1cc(N(C)/N=C/c2ccccc2O)nc(-c2ccccc2O)n1	3%	-2%	5%	-23%	17%	-2%	-1%	-18%	20%	0%
O=C(O)c1ccc2c(=O)n(-c3ccc(F)cc3)c(=S)[nH]c2c1	-1%	1%	-1%	2%	-1%	5%	-4%	3%	-2%	.
C=CCN1C(=O)c2ccc(C(=O)N3CCN(S(=O)(=O)c4ccccc4Br)CC3)cc2C1=O	1%	0%	.	-3%	1%	0%	.	2%	-1%	.
Cc1ccc(C)c(OCC(=O)Nc2ccccc2N2CCCC2)c1	-13%	-1%	24%	-20%	-4%	7%	14%	-7%	0%	-5%
CCNc1nc(Oc2ccccc2)nc(OC(C)C(=O)OCC)n1 (stereo not given)	0%	-5%	4%	-2%	1%	2%	0%	-1%	-1%	-8%
CCCCNC(=O)CC1N=C2c3ccccc3N=C(SCC(=O)Nc3ccccc3OC)N2C1=O (stereo not given)	0%	-22%	11%	3%	-1%	-3%	-7%	0%	-1%	1%
Cc1noc(C)c1C(=O)NC(C)C12CC3CC(CC(C3)C1)C2 (stereo not given)	0%	5%	?	5%	2%	17%	-4%	2%	-5%	-1%
COC(=O)/C(=C\C(=O)c1ccccc1)Nc1ccc(OC)cc1	1%	13%	?	73%	4%	3%	-21%	?	0%	.
O=C(Nc1nnc(SCCC2OCCO2)s1)C1CC(=O)N(c2ccccc2)C1 (stereo not given)	-1%	-7%	42%	0%	1%	5%	-6%	1%	0%	-1%
COc1ccc(C2/C=C\CN(C(=O)OCC3c4ccccc4-c4ccccc43)CC(=O)N2Cc2cccc(F)c2)cc1 (stereo not given)	-3%	-2%	-24%[40.7 µM]	-37%	.	-5%	-9%[40.7 µM]	.	.	.
Cc1ccc(-c2c(C(=O)O)c(C(=O)O)c3n2CSC3)cc1	0%	6%	-3%	-14%	-7%	14%	0%	0%	-2%	0%
NS(=O)(=O)c1ccc(NC(=S)NCc2ccco2)cc1	0%	-2%	8%	-1%	-1%	2%	-2%	-19%	1%	-8%
COc1ccc(-c2cc(-c3cccs3)c(C#N)c(SCC(=O)NCc3ccccc3OC)n2)cc1	?	1%	12%	-68%	-13%	-3%	-3%	-2%	-5%	-6%
COc1cc(C2C(C#N)=C(N)N(c3cccnc3)C3=C2C(=O)CC(C)(C)C3)ccc1O (stereo not given)	0%	4%	-3%	7%	0%	2%	8%	3%	0%	2%
Cc1cc(C)n2nc(-c3ccc(Br)cc3)cc2n1	?	27%	?	13%	?	-2%	2%	2.7µM*	3.5µM*	-3%
Cc1cc(C)n2nc(NCc3ccccc3)nc2n1	.	.	-9%	8%[1.84 µM]	.	1%	15%	1%	.	9%
O=C(Nc1ccccc1C(F)(F)F)N1CCC(N2CCCCC2)CC1	2%	-2%	-13%	4%	0%	4%	-3%	2%	-3%	-4%
N#Cc1cc2c(nc1SCc1ccccc1)CCC2	10%	6%	-6%	14%	-1%	5%	10%	-1%	0%	?

Record cards, as listed above:
Record of N#Cc1cc2c(nc1SCc1ccccc1)CCC2 : ELG1 genotoxic = 10%; p53 reactivator = 6%; RORg inh = -6%; BRCA1 expr up = 14%; Rab9 promoter act = -1%; uPA generation = 5%; VP16 counter = 10%; FLuc modulator = -1%; NPC1 prom act = 0%; MBNL1-CUG inh = ?
Record of COc1cc(C2C(C#N)=C(N)N(c3cccnc3)C3=C2C(=O)CC(C)(C)C3)ccc1O (stereo not given) : ELG1 genotoxic = 0%; p53 reactivator = 4%; RORg inh = -3%; BRCA1 expr up = 7%; Rab9 promoter act = 0%; uPA generation = 2%; VP16 counter = 8%; FLuc modulator = 3%; NPC1 prom act = 0%; MBNL1-CUG inh = 2%

(list continues)
SMILES	ELG1 genotoxic	p53 reactivator	RORg inh	BRCA1 expr up	Rab9 promoter act	uPA generation	VP16 counter	FLuc modulator	NPC1 prom act	MBNL1-CUG inh
CN1CCN(c2ccc(S(=O)(=O)N3CCCCC3)cc2NC(=O)COc2ccc([N+](=O)[O-])cc2)CC1	0%	-1%	.	-3%	-2%	1%	.	-1%	-3%	.
COc1cc(NC(=O)c2cc(-c3ccc(C)cc3)on2)cc(OC)c1OC	1%	9%	-4%	-1%	-3%	2%	-5%	-16%	1%	-2%
O=C(NCc1ccccn1)Nc1ccccc1Cl	?	29%	19%	66%	22%	-45%	22%	-8%	14%	0%
O=C(NCCN1CCOCC1)c1c(F)c(F)c(F)c(F)c1F	1%	2%	-14%	-34%	22%	2%	23%	0%	19%	-10%
COc1cc(C(=O)NCC(=O)N/N=C(\C)Cc2ccccc2)cc(OC)c1OC	1%	-4%	0%	3%	2%	1%	-6%	-1%	4%	-9%
COc1ccc(C(O)P(=O)(OCCC(C)C)c2ccc(N(C)C)cc2)cc1 (stereo not given)	-5%	-2%	-4%	-1%	-1%	5%	-6%	9%	1%	-4%
Cc1ccc(C)c(NC(=O)CSc2nnc([C@@H](N)Cc3ccccc3)o2)c1	-1%	-19%	9%	-16%	-4%	.	2%	-2%	-1%	6%
Cc1ccc2c(c1)N(S(=O)(=O)c1ccc3c(c1)NC(=O)CC(=O)N3)CCO2	-1%	.	-18%	-20%	3%	10%	11%	1%&-1%	-3%	-4%
CC1=CC2=NC(=O)/C(=C\c3cc(C)n(-c4ccccc4F)c3C)C(=N)N2O1	-2%	6%	-9%	10%	-4%	2%	-6%	6µM*	-1%	.
COc1cc(OC)c(C2N(C)c3ccccc3N2C)cc1OC	-5%	-3%	7%[0.365 µM]	.	0%	.	.	1%	-1%	-1%
COc1ccc(N2CCN(C(=O)Cc3ccc(-n4c(=O)[nH]c5ccccc5c4=O)cc3)CC2)cc1	-6%	-13%	16%	2%	-2%	-3%	-3%	3%	1%	0%
COc1ccc(-n2c(SCc3ccc([N+](=O)[O-])cc3)nnc2-c2ccccc2)cc1	-11%	-10%	10%	-45%	-1%	11%	-2%	4%	-3%	6%
Cn1c2ccccc2c2nn(-c3ccccc3)c(=O)cc21	-5%	5%	11%	-2%	11%	.	0%	-2%	3%	?
O=C(NCCOc1ccccc1F)c1cc(F)c(F)cc1Cl	?	.	?	?	1.4µM*	4%	?	3µM*	0.71µM*	.
Nc1ccc(Sc2ccccc2CC(=O)O)cc1	-2%	2%	3%	.	-1%	.	-6%	2%	2%	-8%
Cc1cc2ncc(-c3cccc(Cl)c3)cn2n1	9%	6%	10%	0%	?	-3%	12%	?	?	4%
COCC(=O)N/N=C\c1ccc(OC/C=C/c2ccccc2)c(OC)c1	-9%	-7%	13µM*	-78%	-2%	7%	?	?	2%	1%
COc1cccc(NC(=O)CSc2nnnn2C2CCCCC2)c1	0%	1%	17%	-18%	0%	3%	21%	-5%	-3%	1%
Cc1cc(C)cc(NC(=O)COC(=O)Cn2cnc3c2c(=O)n(C)c(=O)n3C)c1	1%	2%	.	1%	2%	?	.	-1%	0%	.
O=C(/C=C/c1ccco1)N(Cc1cccc(F)c1)C1CCS(=O)(=O)C1 (stereo not given)	1%	-3%	7%	0%	0%	5%	0%	4%	2%	8%

From PubChem BioAssay
